CatS inh – inhibitors of human cathepsin S, biochemical, compound mixtures | 62,000 tested, 0.06% active | recombinant cathepsin S, AMC dipeptide fluorescence, pooled mixtures | inhibition, %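 (tested at 5 µM per compound within 10-compound mixtures)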; in the data active means inhibition above about 32%, passing the limit was not always enough;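 further: 0% = enzyme without compound and 100% = blank without enzyme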
FXIIa mix inh – human factor XIIa inhibitors, primary screen, biochemical, pooled compound mixtures, fluorogenic substrate; AID 684, 2007; Coagulation factor XII (Homo sapiens), P00748; inhibition, % at 5 µM; 62,000 tested, 0.2% active; purified FXIIa;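 further: 0% = enzyme without compound and 100% = no enzyme blank; some results filed as inactive read as strong as hits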
Cathepsin G inh – human cathepsin G inhibitors, primary screen, biochemical, pooled compound mixtures, AMC fluorescence; purified enzyme, AMC-tetrapeptide fluorescence; inhibition, % at 5 µM (by protocol); 62,000 tested, 0.2% active; AID 581, 2007;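 active means inhibition above 20% in each of the two mixture wells holding the compound; inactive means inhibition of 20% or less in either well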;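 further: 0% = enzyme control without mixture and 100% = blank lacking enzyme; strong numbers were not always called active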
JNK3 inh – JNK3 kinase activity inhibitors, primary screen, biochemical, human, purified enzyme. inhibition, % at 8 µM. Mitogen-activated protein kinase 10 (Homo sapiens), P53779. HTS. 60,000 tested, 0.61% active; in the data active means inhibition above about 17%;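 further: 0% = DMSO and 100% = reference inhibitor; many of its hits are not listed in these tables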
ROCK2 blocker – inhibitors of human ROCK2 kinase, primary screen, biochemical, high-throughput, luminescence | Rho-associated protein kinase 2 (Homo sapiens), O75116 | purified ROCK2, Kinase-Glo ATP depletion luminescence | inhibition, % at 6 µM | 60,000 tested, 0.35% active | AID 604, 2007;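 active means inhibition above the screen-wide mean inhibition plus 3 SD, cut at about 18% in these data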;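 further: plate controls were DMSO wells for no effect and Y-27632 control wells after no-enzyme background subtraction for full effect; many of its hits are not listed in these tables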
FXIa mix inh – FXIa protease inhibitors in compound pools, primary screen, biochemical, 10-compound mixtures; purified FXIa, fluorogenic substrate, pooled mixtures; inhibition, % at 5 µM; 62,000 tested, 0.19% active; AID 680, 2007;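 further: each value is inhibition by a whole ten-compound pool holding the compound; 0% = enzyme with no mixture and 100% = wells lacking enzyme; strong numbers were not always called active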
C1s block – complement C1s protease inhibitors, primary screen, biochemical, 10-compound mixtures | purified C1s, fluorogenic AMC substrate, pooled mixtures | mean inhibition % of two 10-compound mixtures (hits give high values), % at 5 µM (by protocol) | 62,000 tested, 0.16% active;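 active means inhibition above 20% in each of the two 10-compound mixture wells holding the compound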;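 further: 0% = enzyme wells lacking compound mixture and 100% = no-enzyme blank wells; some compounds called inactive have numbers as strong as hits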
Target sequence (P09871 16-437 limits assumed): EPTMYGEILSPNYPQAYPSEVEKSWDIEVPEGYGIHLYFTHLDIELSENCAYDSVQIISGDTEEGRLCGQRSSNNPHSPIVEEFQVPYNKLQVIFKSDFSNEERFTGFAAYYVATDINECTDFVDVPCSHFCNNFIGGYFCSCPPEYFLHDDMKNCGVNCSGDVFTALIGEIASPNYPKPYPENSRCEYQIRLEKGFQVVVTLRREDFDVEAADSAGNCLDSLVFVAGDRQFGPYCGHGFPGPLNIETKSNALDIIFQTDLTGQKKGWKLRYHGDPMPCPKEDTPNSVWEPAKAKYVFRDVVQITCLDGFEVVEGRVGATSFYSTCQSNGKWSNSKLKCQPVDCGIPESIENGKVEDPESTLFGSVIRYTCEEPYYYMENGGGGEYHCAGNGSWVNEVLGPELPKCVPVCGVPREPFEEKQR
Target sequence (P09871 438-688 limits assumed): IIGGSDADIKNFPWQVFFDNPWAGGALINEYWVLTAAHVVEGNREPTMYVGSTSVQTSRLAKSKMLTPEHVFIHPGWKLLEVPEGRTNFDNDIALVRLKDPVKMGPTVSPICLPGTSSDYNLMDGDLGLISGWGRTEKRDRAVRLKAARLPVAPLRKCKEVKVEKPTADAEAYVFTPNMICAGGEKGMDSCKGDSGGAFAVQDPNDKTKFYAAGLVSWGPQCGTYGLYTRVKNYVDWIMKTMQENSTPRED
CatL block – inhibitors of human cathepsin L, biochemical; purified cathepsin L, fluorogenic substrate, fluorescence; inhibition, %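 (tested at 10 µM)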; AID 460, 2006; Procathepsin L (Homo sapiens), P07711; 58,000 tested, 0.17% active; in the data active means inhibition above about 45%;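 further: 0% = enzyme with no compound and 100% = no enzyme blank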
Target sequence (P07711 114-288 limits assumed): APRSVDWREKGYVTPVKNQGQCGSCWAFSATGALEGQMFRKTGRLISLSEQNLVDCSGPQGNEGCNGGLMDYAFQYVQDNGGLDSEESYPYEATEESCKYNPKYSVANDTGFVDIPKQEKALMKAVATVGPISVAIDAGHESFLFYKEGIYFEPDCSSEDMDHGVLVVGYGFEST
Target sequence (P07711 292-333 limits assumed): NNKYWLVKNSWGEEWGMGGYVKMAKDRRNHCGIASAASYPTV
PKA kinase inh – inhibitors of human PKA kinase activity, primary screen, biochemical, ATP-depletion luminescence, Kemptide substrate. cAMP-dependent protein kinase catalytic subunit alpha (Homo sapiens), P17612. PKA Kemptide phosphorylation, Kinase-Glo ATP luminescence. inhibition, % at 6 µM. 65,000 tested, 0.1% active. AID 524, 2006;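 active means inhibition above the screen-wide mean inhibition plus 3 SD, cut at about 21% in these data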; further: many of its hits are not listed in these tables
Active calls of the source: *; i = inactive; x = not tested or not shown. Unless noted, no stated cut-off is given here; in the data, active means inhibition above about 20% (passing the limit was not always enough); inactive means the rest. Hits appear at their usual frequency. About 1.5% of those tested had a hit in this group.

SMILES	CatS inh	FXIIa mix inh	Cathepsin G inh	JNK3 inh	ROCK2 blocker	FXIa mix inh	C1s block	CatL block	PKA kinase inh
CC1CCN(c2ccc(C(=O)NCCc3ccccc3)cn2)CC1	0	3	0	-8	-7	12	0	7	-2
CC(C)(C)c1nnc2sc(SCC(=O)c3ccccc3)nn2c1=O	4	7	0	4	5	14	-28	5	4
Clc1ccccc1Cn1nnc2c(NCCN3CCOCC3)ncnc21	11	13	-5	3	1	3	-5	4	7
O=C(COC(=O)c1cccs1)c1ccccc1	0	5	10	0	-2	5	8	12	7
Cc1cc(NC(=O)CSc2nnc(-c3ccc(Cl)s3)o2)no1	-2	4	8	-4	4	0	-3	2	3
CCOC(=O)N1CCC(NC(=O)CSCc2nc(-c3sccc3C)oc2C)CC1	-1	0	-1	-3	-3	4	4	x	9
O=C1CCCN1CCCNc1ncnc2c1[nH]c1ccccc12	-3	6	6	1	-1	-3	-26	6	-3
Cc1ccc(OCC(=O)Nc2ccc(S(=O)(=O)Nc3onc(C)c3C)cc2)cc1	5	7	1	1	3	-3	-30	1	2
CNC(=O)c1cc(S(=O)(=O)N(C)C)ccc1Cl	-1	7	1	0	9	2	2	-4	11
O=c1[nH]nc2c3ccccc3cnn12	7	4	12	10	2	9	14	18	0
COc1ccc(OC)c(S(=O)(=O)N2CCCc3ccccc32)c1	7	-23	10	1	4	13	8	5	5
CC(O)CNc1nc2ccccc2n1-c1ncnc2sc3c(c12)CCC3 (centres undefined)	4	0	12	1	5	9	12	13	12
N#CCCN1CCN(S(=O)(=O)c2ccc(C#N)cc2)CC1	-5	4	-1	4	8	25	3	3	3
CCOc1ccc2nc(NC(=O)CSc3nc4c(c(=O)n(C)c(=O)n4C)n3C(C)C)sc2c1	21	2	3	2	2	8	-1	-7	3
CCSc1cc(C2C(C(=O)OC)=C(C)NC3=C2C(=O)CCC3)c(C)o1 (centres undefined)	1	3	4	4	6	3	1	-2	10
CN(C(=O)c1ccc(S(=O)(=O)NC2CCCC2)cc1)C1CCCCC1	-26	-2	-40	x	x	-1	-7	-4	3
CNC(=O)CCn1nc(-c2ccccc2)c2ccccc2c1=O	x	x	x	4	-10	x	x	10	-1
Cc1nnc(SCC(=O)N2CCOCC2)c2ccccc12	x	x	x	-5	1	x	x	8	4
COCCCNC(=O)CC(NS(=O)(=O)c1ccc(OC)cc1)c1ccc(OC)cc1 (centres undefined)	7	-18	7	2	8	-1	16	27	10
CC(C)(C)OC(=O)N1CCN(c2ccc(NC(=O)Cn3nnc(-c4ccccc4)n3)cc2)CC1	3	0	-2	x	x	15	-8	3	-6
OC1(C2(O)CC(c3ccccc3)ON2)CCCCC1 (centres undefined)	x	x	x	-3	-7	x	x	4	6
Cc1cc(C)nc(-n2nc(C)c(Sc3ccc(F)cc3)c2N)n1	-3	1	9	-3	3	6	11	x	9
COc1ccc(OCC(=O)NC2CC(C)(C)NC(C)(C)C2)cc1	4	14	11	0	4	9	19	x	1
CCSc1nnc(N(CCC#N)CCC#N)s1	x	x	x	0	-3	x	x	-1	8
O=C(CSc1nnc(COc2cccc3ccccc23)o1)N1CCN(C(=O)c2ccco2)CC1	22	10	-10	-14	0	1	-39	0	2
CCOc1ccc(Nc2cc(C)nc(-n3nc(C)cc3C)n2)cc1	12	1	10	2	7	1	5	6	3
CCOC(=O)c1[nH]c2c(c1C)C(=O)CC(c1ccc(F)cc1)C2 (centres undefined)	-2	-1	11	-2	0	10	15	-4	-4
O=S(=O)(c1ccc(-c2csc(-c3cccnc3)n2)cc1)N1CCCCC1	-2	-14	7	-3	7	7	11	11	13
CN(C(=O)COC(=O)COc1ccccc1F)C1CCS(=O)(=O)C1 (centres undefined)	-3	9	-1	0	1	7	2	-1	5
COc1ccc(NC(=O)CSc2nccc(C)n2)cc1	1	7	11	0	7	6	15	8	14
CC(=O)Nc1cccc(OC(=O)N2CCOCC2)c1	8	1	11	-1	8	4	1	x	9
Cc1ccc2c(CC(=O)NCC3COc4ccccc4O3)coc2c1 (centres undefined)	6	-13	-2	x	x	1	-6	26	7
Cc1ccc(SCc2cc(=O)n3[nH]c(C)nc3n2)cc1	1	1	10	-3	10	6	12	20	9
Nc1c(C(=O)OCC2CCCO2)c2nc3ccccc3nc2n1C1CCCC1 (centres undefined)	13	6	-20	-1	-8	-5	-30	i	-1
COCCn1nnnc1C(c1ccc2ncccc2c1)N1CCN(c2ccccc2F)CC1 (centres undefined)	2	5	6	-3	3	6	-3	5	8
O=C(CSc1nc2ccccc2c(=O)n1CCCC(=O)N1CCCC1)NCc1ccco1	-47	11	4	x	x	1	-27	-2	-4
CCOC(=O)N1CCN(C(=O)C2CC(c3ccc(F)cc3)=NO2)CC1 (centres undefined)	-1	5	-4	-4	-4	-2	-10	x	-1
COc1ccc(CCNC(=O)Cc2nn(C)c(=O)c3ccccc23)cc1OC	-3	11	6	-2	10	-3	-7	11	10
CCCCN1c2cc(C)c(O)cc2C(C(=O)OCC)C1C (centres undefined)	-7	-2	-8	3	3	5	33	-3	6
Cc1ccc(Cl)cc1N1CCN(C(=O)Cn2ccc3ccccc3c2=O)CC1	4	0	20	5	4	16	25	8	-2
N#Cc1nc(COc2ccc(-c3ccccc3)cc2)oc1NCCCN1CCOCC1	10	3	-5	-5	4	9	-42	-3	2
O=C(Nc1ccc(Oc2ccc(Cl)cc2)cc1)c1ncn[nH]1	-2	3	5	-7	10	-5	-83	12	5
O=C(Nc1ccc2c(c1)OCO2)c1cnn2cccnc12	8	3	1	-2	0	4	5	10	7
COc1ccc(OC)c(C(=O)c2coc3ccc(OC)cc23)c1	-5	6	-11	5	10	5	-36	0	4
COc1ccccc1C1C(C(=O)c2cc3ccccc3o2)=C(O)C(=O)N1CCN(C)C (centres undefined)	-4	-26	4	-1	7	-5	6	11	4
Cc1cc(C)c(C)c(S(=O)(=O)NCC(=O)N2CCCC2)c1C	4	15	11	-6	6	6	9	23	8
CCOC(=O)C1CCCN(S(=O)(=O)c2cccs2)C1 (centres undefined)	-1	2	-3	4	10	1	3	-1	9
O=C(Cn1nc(-c2ccccc2)c2ccccc2c1=O)NCCN1CCOCC1	5	-16	-3	3	-2	-1	3	12	1
COc1cc(NC(=O)c2onc(C)c2Cl)c(OC)cc1Cl	11	11	-5	2	-2	-5	-55	-1	-6
CSC1=N/C(=C\C=C\c2cccs2)C(=O)S1	3	7	-3	1	1	6	29	-2	4
CCOCC(=O)Nc1ccc2c(c1)OCCO2	-5	1	-3	-1	-1	-18	-114	x	8
C=C(C)CSc1nc(C)c(Cc2ccccc2)c(=O)[nH]1	-4	13	0	-1	1	12	-11	-5	1
C=CCNC(=O)c1ccccc1NS(=O)(=O)c1ccc(SC)cc1	8	8	6	-6	7	-3	2	3	5
Cc1ccc2[nH]c(=O)c(CN(CC3CCCO3)S(=O)(=O)c3cccc4nsnc34)cc2c1 (centres undefined)	18	5	15	-3	-2	9	17	19	0
COc1ccc(OC)c(/C=N/c2oc(-c3ccco3)c(-c3ccco3)c2C#N)c1	17	0	-1	0	3	3	-7	15	-1
CCCCOc1ccc(C(=O)NCC(=O)NCC(=O)OCC)cc1	x	x	x	-3	5	x	x	21	3
CCOC(=O)c1cnc(=O)[nH]c1C	6	1	7	-2	6	-1	-6	9	9
CCOC(=O)Cc1nnc(NC(=O)CSc2nnc3c4ccccc4n(C)c3n2)s1	14	2	-7	-9	7	2	-26	4	12
O=C(Nc1ccccc1)c1cnc[nH]1	6	8	7	1	1	-6	0	18	3
Cc1nc(=O)c(-c2ccccc2)c(C)n1Cc1ccccc1	-7	-18	8	-1	1	4	-9	12	5

Later entries.
SMILES	CatS inh	FXIIa mix inh	Cathepsin G inh	JNK3 inh	ROCK2 blocker	FXIa mix inh	C1s block	CatL block	PKA kinase inh
Cc1onc(-c2ccccc2Cl)c1C(=O)NCc1ccccn1	7	-22	-8	3	0	2	-14	5	3
OC1(c2cccc(F)c2)CCN(Cc2ccncc2)CC1	-4	7	-2	3	3	3	-4	17	13
COc1ccc(NC(=O)C2(N(CC(C)C)C(=O)Cn3nnnc3N)CCCCC2)cc1	-4	10	9	-7	-3	9	17	-8	1
O=C(O)[C@@H](c1ccccc1)N1Cc2ccccc2C1=O	-5	8	13	-1	1	8	20	-6	-4
COc1nnc(-c2ccc(N3CCOCC3)c(NC(=O)c3ccco3)c2)c2ccccc12	1	3	-6	-6	4	5	-12	-2	6
Cc1ccccc1Nc1nc(N)nc(CSc2nnnn2-c2ccccc2)n1	-14	-1	15	7	-8	3	-9	-7	0
C=CCn1c(O)c(C(CC)=NCCN2CCOCC2)c(=O)[nH]c1=O	-7	-20	10	8	-2	4	15	14	5
Cc1ccc(S(=O)(=O)Nc2nc3ccc(S(C)(=O)=O)cc3s2)cc1	-4	3	7	-1	-1	1	3	-8	-2
O=C(CN1C(=O)CCS(=O)(=O)c2ccccc21)NCc1ccc(F)cc1	11	-3	9	-8	-4	-2	4	8	2
CCOC(=O)c1cccc(NC(=O)CCS(=O)(=O)c2cccs2)c1	-4	7	0	x	x	-13	-35	-3	4
Cc1sc2nc(C3CC3)nc(N3CCN(S(=O)(=O)c4ccc(F)cc4)CC3)c2c1C	4	4	11	-3	0	1	17	19	1
C=CCn1nnnc1SCC(=O)Nc1ccccc1C(=O)OC	-5	-15	6	8	5	5	11	9	6
COc1ccc(Nc2nc(C)c3ccccc3n2)cc1	-3	5	-1	-4	1	7	0	-6	3
Cc1ccccc1Cn1cc(NC(=O)c2noc3c2CC(C(C)(C)C)CC3)cn1 (centres undefined)	17	5	0	3	-1	15	-2	5	-7
CCOC(=O)COc1ccc2cc(C(=O)OCC)c(=O)oc2c1	-10	1	7	-1	1	-1	-29	-65	-2
CCc1nnc2n1N=C(c1ccc(-c3cc(Cl)ccc3Cl)o1)CS2	-10	-3	-1	x	x	9	2	-2	-4
COc1ccc(NC(=O)c2cc(OC)c(OC)c(OC)c2)cn1	-5	-2	9	2	-3	7	8	-11	2
COC(=O)C1C(=O)CC(C)(O)C(C(=O)OC)C1c1ccccc1F (centres undefined)	2	5	9	5	4	4	11	-6	4
COCc1nnc(NC(=O)c2ccc(S(=O)(=O)N(C)C3CCCCC3)cc2)o1	7	-2	-3	4	0	0	-28	-3	0
Cc1onc(-c2ccccc2)c1C(=O)NC(C)C1CCCO1 (centres undefined)	10	4	9	-2	-3	-1	3	14	-5
O=C(Nc1sc2c(c1C(=O)O)CCCC2)c1cccs1	11	-5	12	2	4	3	17	2	5
COC(=O)C1=CN(C)C=C(C(=O)OC)C1c1ccsc1	-8	0	-1	1	4	0	-71	-92	7
CCCCn1nc(NC(=O)c2cccs2)c2cc3ccccc3nc21	-9	4	3	x	x	-9	-19	-13	9
c1ccc(Oc2cccc(OCCn3cncn3)c2)cc1	-11	2	-1	-2	-2	-3	-48	-8	1

Ordered by heavy-atom count (high to low): some entries from above.
SMILES	CatS inh	FXIIa mix inh	Cathepsin G inh	JNK3 inh	ROCK2 blocker	FXIa mix inh	C1s block	CatL block	PKA kinase inh
COC(=O)C1C(=O)CC(C)(O)C(C(=O)OC)C1c1ccccc1F (centres undefined)	2	5	9	5	4	4	11	-6	4
Cc1onc(-c2ccccc2)c1C(=O)NC(C)C1CCCO1 (centres undefined)	10	4	9	-2	-3	-1	3	14	-5
O=C(Nc1sc2c(c1C(=O)O)CCCC2)c1cccs1	11	-5	12	2	4	3	17	2	5
